Screens: PubChem, Sanford-Burnham Center for Chemical Genomics
SENP6 inh: SENP6 protease inhibition; Recombinant SENP6 catalytic domain, aminoluciferin luminescence; inhibition, % at 10 µM; 1.8% of 330,000 active; Q9GZR1;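 active means inhibition above about 50% at the single tested dose, limit read from the data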;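 further: plate controls were DMSO wells with enzyme for no effect and DMSO wells lacking enzyme for full effect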
SENP8 block: inhibitors of human SENP8 protease. Q96LD8. recombinant SENP8, Nedd8 substrate fluorescence. inhibition, % at 20 µM. 0.64% of 360,000 active; in the data active means inhibition mostly above about 40%, no sharp cut-off; inactive means mostly below about 27%
Target sequence (Q96LD8 whole entry, looked up): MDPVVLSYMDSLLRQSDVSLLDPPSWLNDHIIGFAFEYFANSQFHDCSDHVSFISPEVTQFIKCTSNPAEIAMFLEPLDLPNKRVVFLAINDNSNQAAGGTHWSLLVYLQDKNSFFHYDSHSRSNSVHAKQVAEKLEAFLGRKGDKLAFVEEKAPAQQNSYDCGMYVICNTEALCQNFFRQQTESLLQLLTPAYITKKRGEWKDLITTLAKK
PfG6PD inh: PfG6PD (Plasmodium falciparum) enzyme inhibition. inhibition, % at 20 µM. PfGluPho enzyme, NADPH resazurin-diaphorase fluorescence. 0.78% of 350,000 active;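 active means inhibition reaching at least a set limit at 20 µM in the primary screen, cut at about 59% in these data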;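 further: 0% = DMSO wells with substrate and 100% = DMSO wells lacking glucose-6-phosphate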
SENP7 inh: SENP7 protease inhibition. recombinant SENP7, Z-RLRGG-aminoluciferin luminescence, 40 min. 1.5% of 330,000 active. inhibition, % at 5 µM. Q9BQF6;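 active means inhibition above about 50% at the single test dose, limit read from the data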;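 further: plate controls were DMSO with enzyme for no effect and no enzyme buffer wells for full effect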
Target sequence (Q9BQF6 706-1050 limits assumed): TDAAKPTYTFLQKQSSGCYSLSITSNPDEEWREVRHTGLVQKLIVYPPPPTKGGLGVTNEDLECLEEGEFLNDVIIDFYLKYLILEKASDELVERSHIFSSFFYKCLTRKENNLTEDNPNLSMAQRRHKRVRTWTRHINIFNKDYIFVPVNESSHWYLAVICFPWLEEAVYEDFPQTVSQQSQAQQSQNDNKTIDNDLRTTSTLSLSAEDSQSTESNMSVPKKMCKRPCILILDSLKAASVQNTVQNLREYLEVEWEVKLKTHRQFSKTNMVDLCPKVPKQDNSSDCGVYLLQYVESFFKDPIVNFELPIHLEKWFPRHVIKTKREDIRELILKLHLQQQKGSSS
MPTP inh: inhibitors of mitochondrial permeability transition pore | isolated mouse mitochondria, Ca2+ swelling absorbance, 30 min | inhibition, % at 10 µM | 1.4% of 360,000 active | AID 602449;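 active means inhibition of 50% or more, scaled per plate between neutral and stimulator controls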;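 further: 0% = DMSO wells given calcium and 100% = 1 mM EGTA wells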
HKDC1 inh: HKDC1 (human) hexokinase inhibition | recombinant HKDC1, G6PDH/diaphorase resazurin coupled fluorescence | 0.16% of 340,000 active | inhibition, % at 20 µM | Q2TB90;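 active means inhibition above about 35% when tested at 20 µM, limit read from the data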;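 further: plate controls were DMSO wells with enzyme for no effect and DMSO wells lacking enzyme for full effect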
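Incubation: 90 min at room temperature in dark / Material: recombinant HKDC1 (HK5) hexokinase enzyme, produced in-house / Quantity: enzyme 5 µg/mL final / Compound: one dose of 20 µM, 1% DMSO / Reagent: glucose and ATP substrates / Buffer or medium: Tris pH 8.0 buffer with MgCl2, Tween-20, BSA, BME / Technique: resorufin fluorescence at 613 nm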
ATG4B inh: ATG4B (human) cysteine protease inhibition | ATG4B cleavage of LC3-PLA2, NBD-HPC fluorescence, 1 h | inhibition, % at 8.33 µM | 0.51% of 340,000 active | AID 504462; in the data active means inhibition above about 40%
Target sequence (Q9Y4P1 whole entry, looked up): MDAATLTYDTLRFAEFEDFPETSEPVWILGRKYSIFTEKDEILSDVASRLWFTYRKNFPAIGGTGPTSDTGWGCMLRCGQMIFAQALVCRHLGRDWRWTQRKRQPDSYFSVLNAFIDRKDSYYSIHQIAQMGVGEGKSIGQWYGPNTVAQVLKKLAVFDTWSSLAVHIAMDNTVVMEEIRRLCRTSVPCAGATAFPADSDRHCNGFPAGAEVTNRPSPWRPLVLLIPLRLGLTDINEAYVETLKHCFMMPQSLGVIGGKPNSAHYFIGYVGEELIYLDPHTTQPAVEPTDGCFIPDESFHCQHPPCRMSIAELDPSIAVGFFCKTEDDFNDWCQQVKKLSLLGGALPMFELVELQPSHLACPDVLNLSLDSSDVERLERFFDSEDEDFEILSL
NR3A LBD binder: modulators (binders) of human NR3A ligand-binding domain | NR3A LBD differential scanning fluorimetry, Tm shift; 0% = protein alone, 100% = glycine-bound protein | Tm shift relative to glycine control, % at 25 µM | 2.5% of 340,000 active | AID 1259313;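 active means melting temperature shift of at least 10% of the positive control shift, at one fixed dose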
Numbers without * were called inactive.

SMILES	SENP6 inh	SENP8 block	PfG6PD inh	SENP7 inh	MPTP inh	HKDC1 inh	ATG4B inh	NR3A LBD binder
CCOC(=O)CCN	-11	21	9	-3	-0.3	1	0	0
Cc1ccc(Cl)cc1NC(=O)NCc1cccnc1	-21	1	-4	14	-0.4	-5	-4	2
FC(F)(F)c1cc(-c2ccccc2)nc(NCc2cccs2)n1	-12	-277	9	-5	2.7	13	18	-30
O=[N+]([O-])c1ccc(Nc2ccccc2O)c2nonc12	13	20	11	9	14	4	3	-5
COc1ccc(C(=O)N(C)C2CCCCC2)cc1S(=O)(=O)N1CCOCC1	1	22	10	-5	0.0	-6	-4	0
O=C(O)CCCNC(=O)CCCn1nnc2ccccc2c1=O	0	18	-6	-5	-0.9	-3	-2	0
COc1ccc(NC(=O)C2=C(C)NC(=O)NC2c2cccc(OC)c2OC)c(OC)c1 (centres undefined)	-21	17	7	-13	0.5	6	-1	0
COCCCNC(CC(=O)Nc1ccc(OC)cc1OC)C(=O)O (centres undefined)	-3	6	3	-8	-1.5	-9	10	0
COCCCNC(=O)Cn1nnc(-c2ccccc2NC(=O)c2ccccc2F)n1	-36	11	0	-10	1.4	8	-10	-1
O=C(O)C1CC=CCC1C(=O)NNc1ccccc1 (centres undefined)	2	14	16	6	-2.3	4	-7	0
O=C(NCCS(=O)(=O)N1CCN(c2ccccc2F)CC1)c1cccs1	-6	14	-3	10	0.5	4	0	0
Cc1ccc(S(=O)(=O)N2C3C=CC(C3)C2C(=O)O)cc1 (centres undefined)	-8	5	-7	1	-1.9	-4	-14	2
C=CCN(c1ccc(C(=O)N2CCN(c3ccc(F)cc3)CC2)cc1)S(C)(=O)=O	-6	18	-8	3	-2.3	2	-3	-8
COc1ccc(Br)cc1CN1CCC(N2CCCC2)CC1	-8	8	-11	2	1.0	-1	6	0
CCOC(=O)C1=C(C)NC(SCC(=O)O)=C(C#N)C1c1ccco1 (centres undefined)	-10	-177	-38	-6	-1.7	-5	4	0
Cc1cc(C(=O)NC2CC(C)(C)Cc3c2cnn3-c2ccccc2C)c(C)o1 (centres undefined)	-2	2	-10	-13	-0.9	7	4	2
CC(C)N1CCc2c(sc(NC(=O)c3ccc(C(=O)c4ccccc4)cc3)c2C(N)=O)C1	0	0	12	-5	0.6	15	11	-4
Cc1cccc(C(=O)Nc2ccnc(-c3ccncc3)n2)c1	-11	8	-7	-5	-1.4	-7	-5	-3
O=C(COC(=O)c1cc(Cl)ccc1O)NNC(=O)c1ccc([N+](=O)[O-])cc1	0	-26	-32	0	-4.2	-7	3	-4
CC(C)(C)NC(=O)C(c1ccccn1)N(C(=O)C1CSC(=O)C1)c1ccccc1F (centres undefined)	-5	16	-8	-2	-1.5	-9	4	2

Some of these compounds in order of SMILES length, low to high.
SMILES	SENP6 inh	SENP8 block	PfG6PD inh	SENP7 inh	MPTP inh	HKDC1 inh	ATG4B inh	NR3A LBD binder
CCOC(=O)CCN	-11	21	9	-3	-0.3	1	0	0
Cc1ccc(Cl)cc1NC(=O)NCc1cccnc1	-21	1	-4	14	-0.4	-5	-4	2
O=C(O)C1CC=CCC1C(=O)NNc1ccccc1 (centres undefined)	2	14	16	6	-2.3	4	-7	0
COc1ccc(Br)cc1CN1CCC(N2CCCC2)CC1	-8	8	-11	2	1.0	-1	6	0
O=C(O)CCCNC(=O)CCCn1nnc2ccccc2c1=O	0	18	-6	-5	-0.9	-3	-2	0
Cc1cccc(C(=O)Nc2ccnc(-c3ccncc3)n2)c1	-11	8	-7	-5	-1.4	-7	-5	-3
O=[N+]([O-])c1ccc(Nc2ccccc2O)c2nonc12	13	20	11	9	14	4	3	-5
FC(F)(F)c1cc(-c2ccccc2)nc(NCc2cccs2)n1	-12	-277	9	-5	2.7	13	18	-30
Cc1ccc(S(=O)(=O)N2C3C=CC(C3)C2C(=O)O)cc1 (centres undefined)	-8	5	-7	1	-1.9	-4	-14	2
CCOC(=O)C1=C(C)NC(SCC(=O)O)=C(C#N)C1c1ccco1 (centres undefined)	-10	-177	-38	-6	-1.7	-5	4	0
COCCCNC(=O)Cn1nnc(-c2ccccc2NC(=O)c2ccccc2F)n1	-36	11	0	-10	1.4	8	-10	-1
COc1ccc(C(=O)N(C)C2CCCCC2)cc1S(=O)(=O)N1CCOCC1	1	22	10	-5	0.0	-6	-4	0
COc1ccc(NC(=O)C2=C(C)NC(=O)NC2c2cccc(OC)c2OC)c(OC)c1 (centres undefined)	-21	17	7	-13	0.5	6	-1	0
C=CCN(c1ccc(C(=O)N2CCN(c3ccc(F)cc3)CC2)cc1)S(C)(=O)=O	-6	18	-8	3	-2.3	2	-3	-8
O=C(COC(=O)c1cc(Cl)ccc1O)NNC(=O)c1ccc([N+](=O)[O-])cc1	0	-26	-32	0	-4.2	-7	3	-4
CC(C)N1CCc2c(sc(NC(=O)c3ccc(C(=O)c4ccccc4)cc3)c2C(N)=O)C1	0	0	12	-5	0.6	15	11	-4

The list goes on.
SMILES	SENP6 inh	SENP8 block	PfG6PD inh	SENP7 inh	MPTP inh	HKDC1 inh	ATG4B inh	NR3A LBD binder
CC(=C\C(=O)O)/C(=C/c1ccc(C)o1)C(=O)O	6	12	5	3	-2.2	1	10	-5
CC(c1nnc(SCC(=O)Nc2sccc2C#N)n1-c1ccc(Cl)cc1)N(C)C (centres undefined)	-15	-2	-3	-9	-0.4	-5	-20	-3
CCCN(CCC)C(=O)Nc1cc(Cl)ccc1OC	1	16	6	-1	3.2	8	-1	4
CCc1ccc2c(c1)C1(SC(NC(C)=O)=NN1C(C)=O)C(=O)N2C(C)C (centres undefined)	-28	5	16	-5	0.4	14	-17	1
CC(=O)c1cccc(CN2CCN(C3CCCC3)C(CCO)C2)c1 (centres undefined)	0	7	-3	10	1.1	-8	3	-1
O=C(NC1CCSC1)c1cccc(Cl)c1 (centres undefined)	-35	20	-26	-1	2.3	-2	1	1
Cc1cc(C)c(NC(=O)COc2cccnc2[N+](=O)[O-])c(C)c1	-15	3	9	-1	-1.9	-4	-2	3
COc1ccc(C(=O)Nc2ccnc(-c3cccnc3)n2)cc1	-17	16	8	2	0.4	-3	5	4
O=C(NNC1CC(=O)N(c2ccc(Br)cc2)C1=O)c1cccnc1 (centres undefined)	-5	9	-8	-4	1.4	-3	-8	-2
C=CCNC(=O)C1(c2ccccc2)CC1(Cl)Cl (centres undefined)	-21	14	9	3	0.2	-7	5	-5
Cc1cc(N)n2nc(C(F)(F)F)nc2n1	-2	-7	-9	-3	0.1	-5	1	-2
CCOc1cc(N2CCOCC2)c(OCC)cc1NC(=O)COC(=O)[C@@H]1CCCN1S(=O)(=O)c1ccccc1F	2	5	20	-4	-0.7	6	-9	-1
COc1ccccc1OCCSc1nnc(CNC(=O)c2ccco2)n1C	9	8	-10	-6	-1.3	-2	4	-2
Cc1cc(NC(=O)CSc2nnc(C(C)N(C)C)n2Cc2ccccc2)no1 (centres undefined)	-11	20	1	3	0.7	-2	-15	1
Cc1ccccc1N=Cc1c(O)n(-c2nccs2)c(=O)c2ccccc12	-1	-3	0	2	0.8	3	22	0
O=S(=O)(Nc1ccc(S(=O)(=O)N2CCCC2)cc1)c1ccc(F)cc1	1	9	0	1	-2.8	-2	0	1
CC1CCN(C(=S)Nc2ccc3nc4n(c(=O)c3c2)CCCCC4)CC1	1	-98	-15	2	1.1	4	-4	-16
CCOC(=O)C(Cc1ccccc1)c1ccnc2nc(N)nn12 (centres undefined)	11	-248	0	2	-0.5	-9	-6	0
COc1cccc(CC2(CO)CCCN(CC3=Cc4cc(OC)ccc4OC3)C2)c1 (centres undefined)	3	-28	2	-3	-1.0	1	-4	-4
O=C(c1ccc(Cl)c(S(=O)(=O)N2CCc3ccccc3C2)c1)N1CCN(c2ccccc2)CC1	0	5	4	-2	3.0	-11	27	-3
O=C(Nc1ccccc1Cl)c1ccc(=O)[nH]n1	-33	9	-14	-3	-0.8	2	-6	2
O=C1C2C3C=CC(C3=C(c3ccccc3)c3ccccc3)C2C(=O)N1CCO (centres undefined)	-1	9	-3	0	1.9	-4	-5	-2
O=C(CSc1nc2c(c(=O)n1-c1ccccc1)SCC2)N1CCOCC1	0	11	2	4	-1.2	-5	-3	0
C=CCN(CC=C)C(=S)Nc1cc(Cl)ccc1OC	7	12	-7	0	-0.9	-7	-1	2
Cc1nc2sc(C(=O)c3ccccc3)c(N)c2c2c1CCCC2	-18	-15	29	-2	0.1	4	29	-10
COC(OC)C(C)NC(=O)NC(=O)c1ccccc1Cl (centres undefined)	-9	4	-1	-1	0.3	-2	-5	-1
CC1(C)SC2c3ccccc3C(=O)N2[C@@H]1C(=O)NC1CC1 (some centres undefined)	13	2	-9	-2	-1.5	-4	-4	0
O=C(Nc1ccc2c(c1)OCO2)C1CCN(S(=O)(=O)c2ccc3c(c2)OCCO3)CC1	1	3	2	1	0.7	-4	-1	1
O=C(CN1CCN(c2ccccc2)CC1)N1N=CCC1c1ccccc1 (centres undefined)	-31	15	-8	2	0.0	-7	3	0
COc1cc(C(=O)OCc2cccc(OC)c2OC)ccc1OCC(=O)N1CCOCC1	15	18	-7	4	-0.4	-6	7	0
COC(=O)CN1C(=O)S/C(=C/c2ccc(N3CCCCC3)o2)C1=O	-4	42*	23	-7	5.0	9	-15	-1
Cc1ccc(SCC(=O)NCCCc2ccccc2)cc1	-13	6	-20	6	0.8	1	10	0
CC12CCC(C(=O)Nc3cc(Cl)ccc3Cl)(C(Br)C1=O)C2(C)C (centres undefined)	-4	-394	3	11	1.3	12	-7	2
O=C(NCC1CCCCC1)c1cccnc1Cl	-4	12	-6	2	-1.0	-7	-17	1
CN(C)CCCN(C(=O)c1ccc(S(=O)(=O)N2CCc3ccccc3C2)cc1)c1nc2ccc(F)cc2s1	13	13	-11	-1	2.8	5	6	4
Cc1nnc2sc(-c3ccc(NC(=O)CSc4ccc(Cl)cc4)cc3)nn12	-16	-122	7	-10	18	1	6	6
O=C(O)c1ccc(-n2c(=O)c3ccccc3c3ccccc3c2=O)cc1	-12	13	13	0	-1.2	-3	1	0
C=CCn1c(Cc2cccs2)nnc1SCC(=O)Nc1ccc(OC)c(OC)c1	-6	6	-5	-3	2.0	-5	-11	0
CCc1cccc(CC)c1NC(=O)C1SC(=Nc2ccccc2C)C(c2nc3ccccc3s2)=C1N (centres undefined)	-21	5	2	-2	20	-2	-11	19*
CCc1cc2c(SCC(=O)NCC3CCCO3)ncnc2s1 (centres undefined)	7	2	3	5	-0.3	0	-10	0

Just SENP7 inh, SENP8 block and MPTP inh, for 2 of the compounds above:
mol,SENP7 inh,SENP8 block,MPTP inh
Cc1ccc(SCC(=O)NCCCc2ccccc2)cc1,6,6,0.8
CC12CCC(C(=O)Nc3cc(Cl)ccc3Cl)(C(Br)C1=O)C2(C)C (centres undefined),11,-394,1.3

Later entries.
SMILES	SENP6 inh	SENP8 block	PfG6PD inh	SENP7 inh	MPTP inh	HKDC1 inh	ATG4B inh	NR3A LBD binder
COc1ccc(N2CCN(c3ccc(S(=O)(=O)N(C(C)C)C(C)C)cn3)CC2)cc1	-24	0	18	-4	2.9	-4	-10	-1
O=C(CN1C(=O)C2CC=C(Cl)CC2C1=O)N1CCOCC1 (centres undefined)	-13	10	0	-5	1.0	-1	11	1
COC(=O)/C=C1/SC(=Nc2ccc(Cl)c(Cl)c2)NC1=O	-7	20	-31	1	58*	-10	9	18*
O=C(Cc1ccccc1)N/N=C/C=C/c1cccc([N+](=O)[O-])c1	7	17	-5	16	-0.7	-6	-6	2

Random draw from the library. Share with any hit: about 6.9%.
